# Jurkat viability = reduces viability or proliferation of Jurkat cells; Jurkat E6.1 viability, ATP luminescence, 48 h; inhibition, % at 4 µM; 56,000 compounds, 1.2% hits; AID 463;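 active means inhibition above the mean inhibition of all tested compounds plus 3 SD, cut at about 28% in these data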
# DUSP1 inh = inhibitors of human MKP-1 phosphatase. P28562. recombinant MKP-1, OMFP hydrolysis fluorescence. inhibition, %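 (compounds tested at a single concentration somewhere between 10 and 100 µM)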. 65,000 compounds, 0.15% hits;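 active means inhibition above about 50%, limit read from the data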;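 further: 0% = DMSO max control wells and 100% = wells with enzyme stopped by NaOH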
# JNK3 inh = blocks human JNK3 kinase activity | P53779 | purified JNK3 kinase activity, HTS | inhibition, % at 8 µM | 60,000 compounds, 0.61% hits; in the data active means inhibition above about 17%;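 further: 0% = DMSO and 100% = reference inhibitor; many of its hits are not listed in these tables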
# MMP13 inh = MMP13 (human) collagenase inhibition. inhibition, % at 4 µM. 65,000 compounds, 0.07% hits. MMP-13 fTHP FRET cleavage, Mca fluorescence. P45452;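 active means inhibition above the mean of compound-free control plate wells plus 3 SD, cut at about 14% in these data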;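 further: 0% = DMSO wells and 100% = wells with reference MMP-13 inhibitor after basal subtraction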
# HEK293 NFkB inh = lowers PMA/ionomycin-induced NF-kB signal in HEK293 cells. HEK-293 NF-kB luciferase reporter, luminescence. inhibition, % at 3 µM. 62,000 compounds, 0.21% hits. AID 465;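 active means inhibition above the mean of all tested compounds plus 3 SD, cut at about 40% in these data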;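 further: 0% = stimulated DMSO wells and 100% = 10 µM reference inhibitor 5653914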
#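 Reagent: PMA plus ionomycin mix as NF-kB-activating stimulus. Assay system: NF-kB luciferase reporter HEK-293 cells. Technique: luminescence from luciferase substrate reagent. Incubation: 1 h compound pre-incubation, 16 h PMA/ionomycin at 37 °C. Benchmarks: DMSO only as uninhibited control, 10 µM reference inhibitor as full inhibition. Repeats: tested once.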
# Cdc25B inh = inhibitors of human Cdc25B phosphatase; P30305; recombinant Cdc25B, OMFP fluorescence Ex485/Em525; inhibition, %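 (compounds tested at 10 µM final in the well)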; 65,000 compounds, 0.1% hits; in the data active means inhibition above about 50%
# TNAP act mid DEA = activators of human TNAP at intermediate phosphate acceptor. activation factor at 20 µM. AID 813. 64,000 tested, under 10 active. purified TNAP, CDP-star luminescence, 100 mM DEA, 30 min; hits give high values; scale: 0 levamisole-inhibited, 1 vehicle-only enzyme;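 active means activation factor of at least 2 at 20 µM, relative to controls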
# ROCK2 blocker = blocks human Rho kinase 2 activity; O75116; purified ROCK2, Kinase-Glo ATP depletion luminescence; inhibition, % at 6 µM; 60,000 compounds, 0.35% hits; AID 604;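 active means inhibition above the screen-wide mean inhibition plus 3 SD, cut at about 18% in these data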;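 further: plate controls were DMSO wells for no effect and Y-27632 control wells after no-enzyme background subtraction for full effect; many of its hits are not listed in these tables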
# Target sequence (O75116 whole entry, looked up): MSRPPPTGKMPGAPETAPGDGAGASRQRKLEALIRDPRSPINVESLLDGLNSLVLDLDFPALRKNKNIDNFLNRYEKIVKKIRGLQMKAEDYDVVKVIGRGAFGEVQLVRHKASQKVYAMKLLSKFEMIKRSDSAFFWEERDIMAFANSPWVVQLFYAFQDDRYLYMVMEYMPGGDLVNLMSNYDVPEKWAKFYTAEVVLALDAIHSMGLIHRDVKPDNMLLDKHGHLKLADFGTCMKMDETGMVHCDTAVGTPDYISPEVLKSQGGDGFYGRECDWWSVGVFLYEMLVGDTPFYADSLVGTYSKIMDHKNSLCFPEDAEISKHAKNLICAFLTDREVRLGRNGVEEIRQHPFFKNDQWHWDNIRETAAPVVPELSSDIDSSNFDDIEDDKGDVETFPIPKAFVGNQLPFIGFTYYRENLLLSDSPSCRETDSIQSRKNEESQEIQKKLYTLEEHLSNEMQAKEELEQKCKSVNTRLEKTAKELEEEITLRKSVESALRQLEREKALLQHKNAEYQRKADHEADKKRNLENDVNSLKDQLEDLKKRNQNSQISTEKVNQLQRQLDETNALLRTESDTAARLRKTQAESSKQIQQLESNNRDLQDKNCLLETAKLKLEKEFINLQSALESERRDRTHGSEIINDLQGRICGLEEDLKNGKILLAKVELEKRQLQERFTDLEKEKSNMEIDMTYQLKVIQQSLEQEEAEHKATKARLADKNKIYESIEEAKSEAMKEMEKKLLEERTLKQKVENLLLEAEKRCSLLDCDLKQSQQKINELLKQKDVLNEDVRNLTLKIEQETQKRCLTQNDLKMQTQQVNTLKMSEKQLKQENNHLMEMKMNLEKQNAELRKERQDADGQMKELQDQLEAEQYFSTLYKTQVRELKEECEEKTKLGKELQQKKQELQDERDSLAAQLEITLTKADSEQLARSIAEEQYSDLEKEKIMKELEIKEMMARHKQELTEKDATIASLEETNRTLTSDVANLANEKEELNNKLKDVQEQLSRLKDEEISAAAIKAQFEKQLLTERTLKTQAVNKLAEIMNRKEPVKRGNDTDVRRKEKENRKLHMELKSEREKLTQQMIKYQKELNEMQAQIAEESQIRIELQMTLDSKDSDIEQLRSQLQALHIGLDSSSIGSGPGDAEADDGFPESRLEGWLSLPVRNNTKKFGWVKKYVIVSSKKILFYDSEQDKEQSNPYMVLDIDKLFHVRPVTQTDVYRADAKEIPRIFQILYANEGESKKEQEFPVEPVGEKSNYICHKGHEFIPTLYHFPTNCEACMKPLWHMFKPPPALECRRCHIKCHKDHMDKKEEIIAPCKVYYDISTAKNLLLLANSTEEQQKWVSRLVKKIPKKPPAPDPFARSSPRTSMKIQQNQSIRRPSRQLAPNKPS
# PKA inh = PKA (human) kinase inhibition. PKA Kemptide phosphorylation, Kinase-Glo ATP luminescence. inhibition, % at 6 µM. 65,000 compounds, 0.1% hits. AID 524;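 active means inhibition above the screen-wide mean inhibition plus 3 SD, cut at about 21% in these data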; further: many of its hits are not listed in these tables
# * hit, by the source's call; x = no result given. Rows are unselected; overall some 1.9% were active at least once.
SMILES,Jurkat viability,DUSP1 inh,JNK3 inh,MMP13 inh,HEK293 NFkB inh,Cdc25B inh,TNAP act mid DEA,ROCK2 blocker,PKA inh
CC(CCCC(C)(C)O)NCCO (configuration not stated),2,3,3,2,15,-17,0.9,2,4
CCOC(=O)N1CCC(NC(=O)c2ccc(CS(=O)(=O)c3ccc(OC)cc3)o2)CC1,13,15,2,0,12,-7,0.9,-5,-8
CCc1[nH]c(=O)c(C#N)c2c1CSC(C)(C)C2,x,-24,0,2,x,7,1,5,6
CCOc1cc(/C=C(/C#N)c2ccc(F)cc2)ccc1OCc1ccc(C(=O)O)o1,6,54*,5,3,19,-4,0.9,-2,2
CCCn1c(SCC(=O)/C(C#N)=C(\C)N)n[nH]c1=O,4,6,-2,2,12,-1,0.9,-3,0
COc1ccccc1OCC(=O)N1CCNC1=O,1,-11,4,-2,7,-16,0.8,0,4
CSCCC(NC(=O)c1cncc(Br)c1)C(=O)O (configuration not stated),6,0,1,3,20,0,0.9,1,6
CCOC(=O)C1CCCN(C(=O)c2cc(-c3ccccc3)on2)C1 (configuration not stated),-2,-9,4,3,-10,-7,0.9,6,8
Cc1cc(C)n(-c2c(F)c(F)c(CN3CCOCC3)c(F)c2F)n1,5,35,-5,-4,20,-3,1,-1,5
COC(=O)c1ccc(C2/C(=C(\O)c3ccc4c(c3)OCCO4)C(=O)C(=O)N2CCCN(C)C)cc1 (configuration not stated),x,-13,0,-5,x,-16,0.9,4,3
O=C(O)CCC(=O)N1CCc2cc(S(=O)(=O)NC3CCCc4ccccc43)ccc21 (configuration not stated),-3,28,0,1,10,-7,1,3,3
COC(=O)c1ccccc1NC(=O)c1cncc(Br)c1,-3,-22,2,-4,9,-5,0.9,-1,-2
COc1cccc(S(=O)(=O)Nc2cccnc2)c1,-5,2,0,-5,10,-6,0.7,5,5
O=C(OCc1nc2ccccc2s1)c1ccc(Br)s1,-3,1,3,0,8,-21,0.9,4,11
Clc1ccc(C2=CSC3=NCCN23)cc1Cl,-1,-3,7,9,7,7,1,6,13
Cc1nnc2c3ccccc3c(-c3ccccc3)nn12,0,8,10,-6,19,-10,0.9,5,7
CC(=O)c1cccc(NC2c3ncccc3C(=O)N2Cc2ccco2)c1 (configuration not stated),3,42,8,-4,8,-2,1,3,13
O=C(NCc1ccco1)C(c1cccnc1)N(C(=O)Cn1nnc2ccccc21)c1ccc(F)cc1 (configuration not stated),-2,0,-8,6,12,6,0.9,0,8
N#Cc1ccc(CSc2ncnc3c2cnn3Cc2ccccc2)cc1,6,-15,-7,1,3,-5,0.9,4,-7
CCCCCCn1c(N(CC)CC)nc2c1c(=O)[nH]c(=O)n2C,6,17,5,4,19,-8,1,-3,6
CN(CCC#N)S(=O)(=O)c1ccc2c(c1)c(=O)n(C)c(=O)n2C,x,-2,x,1,6,6,1,x,6
COc1ccc(-c2nnc3sc(-c4ccccc4OC)nn23)cc1,x,-10,7,4,x,10,0.9,5,3
C1CCC2(CC1)C1=C(CCCC1)Nc1nnnn12,1,14,-2,3,8,0,0.9,6,8
CCOC(=O)c1ccc(NC(=O)NCc2ccn(CC)n2)cc1,4,4,-1,1,-2,0,1.1,2,6
Cc1ccc(-c2noc(CSc3nnc(-c4ccccc4)n3C)n2)cc1,-5,-3,1,7,22,-9,1,4,10

# Part of the list above, showing only JNK3 inh:
SMILES	JNK3 inh
COc1ccccc1OCC(=O)N1CCNC1=O	4
CSCCC(NC(=O)c1cncc(Br)c1)C(=O)O (configuration not stated)	1
CCOC(=O)C1CCCN(C(=O)c2cc(-c3ccccc3)on2)C1 (configuration not stated)	4
Cc1cc(C)n(-c2c(F)c(F)c(CN3CCOCC3)c(F)c2F)n1	-5

# (cont.)
SMILES,Jurkat viability,DUSP1 inh,JNK3 inh,MMP13 inh,HEK293 NFkB inh,Cdc25B inh,TNAP act mid DEA,ROCK2 blocker,PKA inh
O=C(CSc1ccccc1)Nc1ccc(S(=O)(=O)NCC2CCCO2)cc1 (configuration not stated),6,20,1,-2,1,5,0.9,0,6
COC(=O)c1c(NC(=O)CN2CCN(c3ccccc3OC)CC2)c2cc(C)ccc2n1C,-5,32,3,-10,14,3,0.9,4,7
COc1cc(C(=O)Nc2c(-c3ccccn3)c(=O)c3ccccc3n2C)cc(OC)c1OC,-4,-5,3,-2,8,-10,0.9,0,3
COCCn1c(SC)nnc1-c1c[nH]c2ccccc12,3,3,0,-10,1,2,1,0,6
CC(=O)OC(C(=O)NC1CCCCC1)c1ccc(C#N)cc1 (configuration not stated),-3,-18,-3,2,7,-14,0.9,3,18
Cn1c(=O)c2nc(-c3ccc(Cl)cc3Cl)oc2c2ccccc21,-4,3,-6,-20,-1,-56,0.9,2,9
COc1ccc(NC(=O)C(c2ccccc2)N(C)C(=O)c2cnccn2)cc1 (configuration not stated),x,19,x,2,2,-15,0.9,x,8
CCN1CCN(c2nc3c(C)cccn3c(=O)c2/C=C(\C#N)S(=O)(=O)c2ccccc2)CC1,x,-7,-1,-8,x,19,0.8,11,7
O=C(O)c1cccc(NC(=O)C23CC4CC(C2)CC(n2cnc(Cl)n2)(C4)C3)c1,x,-14,x,-5,14,-7,0.8,x,-4
N=c1n(CCN2CCCC2)c2ccccc2n1CC(O)c1ccco1 (configuration not stated),5,0,4,-6,10,9,0.9,-1,-1
Nc1c(C(=O)NCC2CCCO2)sc(=S)n1-c1ccccc1 (configuration not stated),-14,-1,-3,-3,12,-7,0.9,4,2
CC(NC(=O)c1noc2c1CCCCC2)c1ccccc1 (configuration not stated),-3,-5,-13,2,-11,-10,0.9,1,9
COc1cccc(N2CCN(C(=O)c3ccc(=O)oc3)CC2C)c1 (configuration not stated),x,-30,-3,-13,x,-20,0.9,-9,2
CCCCC(=O)NC1=NC(=O)C(C)(C)S1,-5,5,-4,1,5,-6,0.9,6,7
COc1ccc(OCC(=O)Nc2cccc(NC(=O)COc3ccc(OC)cc3)n2)cc1,3,-2,-4,0,2,-5,0.9,2,1
O=C(CSc1nnc2ncccn12)N1CCCCCC1,-3,0,-3,4,4,17,0.8,6,12
COc1cc(C)c(Cl)cc1S(=O)(=O)NCC1CCCO1 (configuration not stated),-4,-6,0,-2,11,-4,0.8,4,4
CCOC(=O)c1cccc(NC(=O)CN(c2ccc(C)cc2)S(=O)(=O)c2c(C)noc2C)c1,1,22,4,0,10,-6,0.9,-2,-2
COc1ccc(N2C(=O)CC(Sc3nnc(-c4ccccc4)o3)C2=O)cc1 (configuration not stated),-1,5,7,-3,6,-11,1,8,10
COc1ccc(C2CC(C(F)(F)F)n3nc(C(=O)O)c(Cl)c3N2)cc1OC (configuration not stated),-1,2,2,0,6,3,0.9,6,7
CC(C)=C(NC(=O)c1ccco1)C(=O)NCCc1nc2ccccc2[nH]1,-1,-31,3,3,4,5,0.9,1,-1
Cc1c(C(=O)Nc2cccc(Cl)c2)oc2ccc(S(=O)(=O)N3CCC4(CC3)OCCO4)cc12,x,34,x,-3,8,-4,0.9,x,-5
O=C(Nc1nc(-c2ccc3c(c2)OCO3)cs1)C1CC1,-4,10,7,6,-18,0,0.9,-1,4
O=C(O)c1ccc(NCc2cccnc2)cc1,-7,4,0,2,8,3,0.9,4,9
O=C(O)CCCN1C(=O)NC2NC(=O)NC21 (configuration not stated),0,22,-3,2,-4,1,0.9,0,1
SMILES,Jurkat viability,DUSP1 inh,JNK3 inh,MMP13 inh,HEK293 NFkB inh,Cdc25B inh,TNAP act mid DEA,ROCK2 blocker,PKA inh
CCC(C)(C)n1nnnc1C(c1ccc(Cl)cc1)N1CCN(C)CC1 (configuration not stated),0,4,1,1,11,-10,1,-1,-3
C/C(N)=C(/C#N)C(=O)COc1ncnc2ccccc12,3,-10,-1,-3,7,-12,0.9,8,6
CCCCS(=O)CC(O)COc1ccc(C(C)(C)C)cc1 (configuration not stated),1,5,2,-1,23,-10,1,6,10
CCCOCCOC(=O)C1=C(C)NC(=O)NC1c1cc(Cl)c(O)c(OC)c1 (configuration not stated),3,10,3,1,-3,-14,0.9,3,3
CCCC(=O)NCCc1cc2ccc(C)c(C)c2[nH]c1=O,-1,3,6,-4,-6,-2,1,2,6
O=c1[nH]c2cnccc2n1-c1ccccc1,x,-24,0,2,x,11,0.8,5,5
O=C(Cc1ccc(-c2ccccc2)cc1)NCCN1CCOCC1,2,6,-4,1,15,1,1,-3,-8
CCn1c(=O)c(C(=O)Nc2ccccc2S(N)(=O)=O)c(O)c2ccccc21,-6,1,-2,-1,-4,-15,0.9,13,9
Cc1nnc(SCc2nnc(-c3ccc(Cl)cc3)o2)n1-c1ccccc1,-8,27,-4,-6,-6,-7,0.9,3,6
Cc1nonc1OCCn1nnnc1N,-4,0,-5,-20,14,-16,1,4,10
COc1cccc(-n2cnc3cccc(N)c32)c1,6,1,3,0,1,-1,1,3,6
O=C(c1ccc2snnc2c1)N1CCOCC1,-6,3,-4,1,-4,-9,0.9,4,5
COc1ccc(NC(=O)CSC2CC(=O)N(c3ccc4c(c3)OCCO4)C2=O)cc1 (configuration not stated),6,-16,-17,-4,10,2,1,-8,-15
O=C(NCc1ccc(F)cc1)c1noc2c1CCCCC2,2,-6,7,1,-2,-11,0.8,6,10
O=C(Oc1ccccc1)c1cccc2cccnc12,1,24,5,2,6,2,1,3,3
Cc1ccc(C(C(=O)NC2CCCCC2)N(CC2CCCO2)C(=O)CNC(=O)c2ccco2)cc1 (configuration not stated),-4,-3,2,0,13,-3,1,4,8
O=C(O)CNC(=O)C1COc2ccccc2O1 (configuration not stated),-8,-9,-6,0,10,-2,0.9,9,7
O=C(Nc1nnc(CC(=O)N2CCOCC2)s1)C1COc2ccccc2O1 (configuration not stated),x,9,x,10,8,-3,0.9,x,8
c1ccc(-n2nnnc2NCCc2c[nH]c3ccccc23)cc1,5,-4,-1,2,1,-9,0.9,4,4
CC(=O)N1CCc2cc(S(=O)(=O)NCCC(=O)Nc3ccc4c(c3)OCCO4)ccc21,-4,-7,1,1,-4,3,1,0,3
Cc1cc(C)c(NC2=NCC(=O)N2C2CCCCC2)c(C)c1,4,5,-2,-10,13,-22,0.9,6,11
CC(C)(C)NS(=O)(=O)c1cccc2nsnc12,x,6,x,2,4,1,1,x,-2
O=S(=O)(Nc1ncn[nH]1)c1ccc2ccccc2c1,4,24,-2,2,9,-15,0.9,3,6
CCOC(=O)Cn1c(=NC(=O)CSC(C)=O)sc2cc(OC)ccc21,x,16,x,-3,4,-7,0.9,x,6
CCc1ccccc1NC(=O)CSc1nnc(-c2ccco2)n1N,1,-22,-8,0,6,-2,1,4,2
CCc1ccc(N2CCN(C(=O)c3ccc(OC)c(OC)c3)CC2)cc1,12,10,-5,-3,10,-12,1,-4,7
CN(C(=O)c1ccncc1)c1nnc(-c2ccccn2)s1,2,1,6,-117,3,-9,0.9,5,4
CC(C)C(=O)NC(c1ccco1)c1ccc2cccnc2c1O (configuration not stated),90*,-10,-9,-3,20,-9,1.1,-5,1
O=C(CN1C(=O)c2ccccc2S1(=O)=O)Nc1ccc(S(=O)(=O)N2CCCC2)cc1,-2,3,-2,2,6,0,0.9,4,0
Cc1cc2c(s1)c1cnn(CC(=O)NCCc3ccccc3)c(=O)c1n2C,x,18,x,-4,16,0,0.8,x,-4

# Structures listed so far that bear a hit mark in DUSP1 inh.
SMILES	DUSP1 inh	JNK3 inh	MMP13 inh	HEK293 NFkB inh	Cdc25B inh	TNAP act mid DEA	ROCK2 blocker	PKA inh
CCOc1cc(/C=C(/C#N)c2ccc(F)cc2)ccc1OCc1ccc(C(=O)O)o1	54*	5	3	19	-4	0.9	-2	2

# Bioassay records (PubChem BioAssay)
